Bioassay records (PubChem BioAssay)
T cruzi growth = inhibitors of T. cruzi proliferation; T. cruzi beta-gal in NIH3T3, GalScreen luminescence, 90 h; AID 624255; inhibition, % at 8.34 µM; 77,000 tested, 5.9% active;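 active = mean inhibition above about 93%, with at least 55% of replicates each passing it, limit read from the data, passing the limit was not always enough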
Pf Dd2 inh = inhibitors of Plasmodium falciparum Dd2 growth. 94,000 tested, 2.3% active. activity change, % at 10 µM. P. falciparum Dd2 growth, SYBR Green, 72 h; hits give low values. AID 1159554; in the data active = activity change below about -80%
C diff growth = C. difficile growth inhibition; Clostridium difficile clinical isolate growth, OD600, 24 h; hits give low values; growth activity, negative = inhibition, % at 16 µg/mL (by protocol); 86,000 tested, 0.25% active; AID 1259249;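 active = mean growth activity at or below -80% and every replicate also at or below -80%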;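 note: 0% = DMSO wells and -100% = levofloxacin 16 µg/mL wells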
GASC1 inh = inhibitors of human demethylase GASC-1 KDM4C. Q9H3R0. GST-KDM4C 2-372, H3K9me3 peptide, LANCE TR-FRET. inhibition, % at 12.5 µM. 96,000 tested, 0.15% active;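 active = mean replicate inhibition above about 25%, with at least 55% of replicates also reaching it, limit read from the data, passing the limit was not always enough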
Target sequence (Q9H3R0 2-372 limits assumed): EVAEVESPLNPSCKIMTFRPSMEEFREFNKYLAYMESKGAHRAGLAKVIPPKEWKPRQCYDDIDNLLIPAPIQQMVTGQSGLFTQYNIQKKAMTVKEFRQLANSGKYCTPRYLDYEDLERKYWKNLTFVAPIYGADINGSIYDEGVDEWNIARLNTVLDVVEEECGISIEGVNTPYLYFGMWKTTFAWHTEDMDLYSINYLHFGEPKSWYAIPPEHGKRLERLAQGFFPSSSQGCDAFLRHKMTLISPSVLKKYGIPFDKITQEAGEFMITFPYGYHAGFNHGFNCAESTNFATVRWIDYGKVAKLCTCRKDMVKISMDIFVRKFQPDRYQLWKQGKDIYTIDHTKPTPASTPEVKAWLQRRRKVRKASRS
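Material: GST-tagged GASC-1 (JMJD2C) catalytic fragment, aa 2-372 / Quantity: enzyme final amount 10 nM / Medium: HEPES buffer, pH 7.5, plus ascorbate / Doses: one test concentration per compound / Incubation: 30 min reaction, 60 min detection, RT / Measured by: LANCE TR-FRET / Read-out: inhibition from TR-FRET ratio decrease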
The depositor's hits bear a star; . = not tested or not shown; & = joins results of further samples.

1. Cc1nn(C)cc1NC(=O)C[C@@H]1CC[C@@H]2[C@H](COc3ccc(NC(=O)C4CCC4)cc3C(=O)N2C)O1
2. CCC(=O)N(C)C[C@H]1Oc2cc(C#CC3(O)CCCC3)ccc2S(=O)(=O)N([C@@H](C)CO)C[C@@H]1C
3. COc1ccc2c3c([nH]c2c1)[C@@H](CO)N(Cc1ccc(F)cc1)CC31CCN(C(=O)NC(C)C)CC1
4. O=C(C[C@H]1C=C[C@@H](NC(=O)CCN2CCCCC2)[C@H](CO)O1)Nc1ccc(-c2ccccc2)cc1
5. C[C@@H]1CN([C@@H](C)CO)C(=O)Cc2cc(NS(C)(=O)=O)ccc2O[C@H]1CN(C)S(C)(=O)=O
6. C[C@H](CO)N1C[C@H](C)[C@@H](CN(C)Cc2ccc(Cl)c(Cl)c2)OCCCC[C@H](C)Oc2ccc(NC(=O)c3ccncc3)cc2C1=O
7. CCCC#Cc1ccc([C@H]2[C@H]3CN(C(=O)Nc4cccc(F)c4)CC(=O)N3[C@H]2CO)cc1
8. CCCNC(=O)N[C@@H]1CC[C@@H](CC(=O)NC2CCC2)O[C@H]1CO
9. CO[C@H]1CN(C)C(=O)c2ccc(NC(=O)c3ccccc3)cc2OC[C@H](C)N(CC2CC2)C[C@@H]1C
10. C[C@@H]1CN([C@@H](C)CO)S(=O)(=O)c2ccc(C#Cc3cccnc3)cc2O[C@H]1CN(C)C(=O)C1CC1

entry no. | 1 | 2 | 3 | 4 | 5 | 6 | 7 | 8 | 9 | 10
T cruzi growth | -42.0 | 66.1 | . | -125.0 | -24.1 | 76.9 | . | -60.4 | . | 73.0
Pf Dd2 inh | 7.3 | 5.5 | -77.3 | -0.5 | -7.0 | 8.3 | -4.2 | -3.1 | -16.6 | -19.6
C diff growth | -2.7 | -1.3 | -2.8 | . | -5.3 | -0.5 | -6.1 | . | 2.9 | 1.0
GASC1 inh | 7.3 | 0.8 | -1.7 | -2.6 | 0.4 | 1.6 | -0.2 | -0.1 | 2.3 | -0.1

11. C[C@H](CO)N1C[C@H](C)[C@@H](CN(C)C(=O)NC2CCCCC2)Oc2ccc(NS(=O)(=O)c3cn(C)cn3)cc2C1=O
12. O=C(C[C@@H]1CC[C@@H]2[C@H](COC[C@H](O)CN2C(=O)C2CCOCC2)O1)NCc1ccncc1
13. C[C@@H](O)C#Cc1ccc2c(c1)O[C@H](CN(C)Cc1ccccn1)[C@@H](C)CN([C@@H](C)CO)S2(=O)=O
14. CCC(=O)N(C)C[C@H]1Oc2ncc(C#Cc3ccncc3)cc2C(=O)N([C@H](C)CO)C[C@@H]1C
15. CCCN1[C@@H]2c3ccc(-c4ccc(OC)cc4)c(=O)n3C[C@H]1[C@H](CO)[C@H]2C(=O)NCC
16. Cc1ccc(S(=O)(=O)N(C)C[C@@H]2Oc3ccc(NC(=O)NC4CCCCC4)cc3CC(=O)N([C@@H](C)CO)C[C@H]2C)cc1
17. C[C@H]1CN([C@@H](C)CO)C(=O)c2cc(NC(=O)Cc3cn(C)c4ccccc34)ccc2O[C@@H]1CN(C)S(=O)(=O)c1ccccc1
18. CCCC(=O)N1CCC2(CC1)CN(C(=O)Nc1ccc(F)cc1)[C@H](CO)c1c2c2ccc(OC)cc2n1C
19. CO[C@@H]1CN(C)C(=O)c2cc(NC(C)=O)ccc2OC[C@@H](C)N(Cc2ccc(-c3ccccn3)cc2)C[C@H]1C
20. CC(C)NC(=O)N(C)C[C@H]1Oc2ccc(NC(=O)Nc3cccc4ccccc34)cc2C(=O)N([C@@H](C)CO)C[C@@H]1C

entry no. | 11 | 12 | 13 | 14 | 15 | 16 | 17 | 18 | 19 | 20
T cruzi growth | 57.9 | -1.9 | 11.5 | -9.6 | . | 4.2 | 12.5 | . | 36.5 | 13.5
Pf Dd2 inh | 3.5 | -3.2 | -8.7 | 25.9 | 45.0 | -70.9 | -84.5* | -38.7 | -15.3 | 2.5
C diff growth | . | -2.4&-4.5 | -2.4 | -1.1 | -11.1 | -15.0 | 4.1 | -11.1 | . | -12.6
GASC1 inh | 0.0 | 3.0 | 1.1 | -0.3 | -0.3 | 4.0 | . | 0.6 | -0.6 | -2.0

21. C[C@@H]1CN([C@H](C)CO)C(=O)Cc2cc(NC(=O)Nc3ccc(C(F)(F)F)cc3)ccc2O[C@@H]1CN(C)C(=O)Nc1cccc2ccccc12
22. O=C(CC1CC1)N1CC(=O)N2[C@H](C1)[C@H](c1ccc(-c3ccccc3)cc1)[C@@H]2CO
23. C[C@@H]1CCCCO[C@@H](CN(C)C)[C@H](C)CN([C@H](C)CO)C(=O)c2cc(NC(=O)CCCCCC(=O)Nc3ccccc3N)ccc2O1
24. CC(C)NC(=O)N(C)C[C@@H]1Oc2ccc(NC(=O)Nc3ccccc3)cc2CC(=O)N([C@H](C)CO)C[C@@H]1C
25. CCCNC(=O)N(C)C[C@@H]1Oc2cc(Br)ccc2S(=O)(=O)N([C@@H](C)CO)C[C@@H]1C
26. COc1ccc(S(=O)(=O)N(C)C[C@@H]2OCCCC[C@H](C)Oc3ccc(NC(=O)CCCN(C)C)cc3C(=O)N([C@H](C)CO)C[C@H]2C)cc1
27. COCC(=O)Nc1ccc2c(c1)C(=O)N(C)C[C@@H](OC)[C@H](C)CN(CCC(F)(F)F)[C@@H](C)CO2
28. COc1ccc(NC(=O)Nc2ccc3c(c2)C(=O)N([C@H](C)CO)C[C@H](C)[C@@H](CN(C)Cc2ccccc2)OCCCC[C@H](C)O3)cc1
29. O=C(NC[C@H]1[C@@H](c2ccccc2)[C@H](CO)N1CC1CC1)c1cccnc1
30. C[C@@H]1CCCCO[C@@H](CN(C)C(=O)c2ccccc2)[C@H](C)CN([C@@H](C)CO)C(=O)c2cc(NC(=O)Nc3ccc(C(F)(F)F)cc3)ccc2O1

entry no. | 21 | 22 | 23 | 24 | 25 | 26 | 27 | 28 | 29 | 30
T cruzi growth | 8.2 | . | 73.4 | . | -19.9 | 99.6 | -26.5 | 27.4 | -4.8 | 102.2*
Pf Dd2 inh | -68.9 | 10.4 | 43.4 | 8.9 | 16.7 | -23.3 | 20.6 | 11.6 | -34.2 | -15.6
C diff growth | 2.3 | 3.8 | -9.1 | -5.1 | 0.6 | 6.4 | . | -5.6 | -5.9 | 3.1
GASC1 inh | 0.3 | -1.5 | 0.1 | -0.9 | 0.8 | 5.0 | -0.2 | 2.4 | 2.1 | -0.2

31. CS(=O)(=O)N1[C@H](CO)[C@@H](c2ccc(-c3ccccc3F)cc2)[C@@H]1C#N
32. CC(=O)N(C)C[C@H]1Oc2cc(C#CC(C)(C)O)ccc2S(=O)(=O)N([C@H](C)CO)C[C@H]1C
33. O=C(Nc1ccccc1F)N1CC(=O)N2[C@H](C1)[C@@H](c1ccc(-c3cccnc3)cc1)[C@@H]2CO
34. CCCNC(=O)N1CC2(C1)CN(C(=O)CC1CC1)[C@@H](CO)c1c2c2ccc(OC)cc2n1C
35. C[C@@H]1CN([C@@H](C)CO)C(=O)Cc2cc(NC(=O)Nc3ccc(F)cc3)ccc2O[C@H]1CN(C)S(=O)(=O)c1cccs1
36. C[C@H](CO)N1C[C@H](C)[C@@H](CN(C)Cc2ccc(Cl)c(Cl)c2)Oc2ccc(NS(=O)(=O)c3cccs3)cc2CC1=O
37. O=C(C[C@H]1CC[C@@H]2[C@H](COC[C@@H](O)CN2C(=O)Nc2cccc(F)c2)O1)NCc1ccccc1Cl
38. Cc1noc(C)c1NC(=O)N(C)C[C@H]1Oc2ccc(NC(=O)Cn3cnnn3)cc2C(=O)N([C@@H](C)CO)C[C@H]1C
39. O=C(C[C@@H]1C[C@@H]2c3cc(NC(=O)C4CCOCC4)ccc3O[C@@H]2[C@H](CO)O1)NCc1ccc2c(c1)OCO2
40. C[C@H](CO)N1C[C@H](C)[C@@H](CN(C)Cc2ccc(Cl)c(Cl)c2)Oc2c(NS(C)(=O)=O)cccc2C1=O

entry no. | 31 | 32 | 33 | 34 | 35 | 36 | 37 | 38 | 39 | 40
T cruzi growth | 14.9 | . | . | . | 24.6 | 90.2 | . | 7.6 | 15.9 | 27.1&77.9
Pf Dd2 inh | 21.8 | 28.0 | 34.1 | 5.9 | -9.8 | -7.9 | -8.9 | 17.8 | 9.3 | -15.1&-16.4
C diff growth | 4.8 | -1.4 | -7.2 | -0.7 | -2.1 | 15.9 | 9.1&-5.2 | . | . | -4.8&1.3
GASC1 inh | 1.1 | 0.5 | 0.5 | -0.5 | -1.1 | 20.5 | 1.3 | 1.1 | 0.0 | -0.8

41. O=C(CN1CCOCC1)N[C@H]1CC[C@@H](CCn2cc(C3CC3)nn2)O[C@H]1CO
42. C[C@@H]1CN([C@@H](C)CO)C(=O)c2cccc(NC(=O)c3ccc(-c4nccs4)cc3)c2O[C@H]1CN(C)C(=O)Nc1ccc(C(F)(F)F)cc1
43. C[C@H]1CN([C@@H](C)CO)C(=O)c2cc(-c3ccc(F)cc3)cnc2O[C@H]1CN(C)C(=O)c1ccccn1
44. COCC(=O)N1[C@H](CO)[C@H](c2ccc(-c3cccc(F)c3)cc2)C12CN(C(=O)C1CC1)C2
45. CN(C)CC(=O)N[C@@H]1C=C[C@H](CC(=O)NCc2ccccc2F)O[C@H]1CO
46. O=C(Nc1ccccc1)N[C@@H]1CC[C@H](CCNC(=O)c2ccccc2F)O[C@H]1CO
47. COc1ccc2c3c(n(C)c2c1)[C@@H](CO)NCC31CN(Cc2ccc(-c3ccccn3)cc2)C1
48. COc1ccccc1-c1cn(CC[C@@H]2CC[C@@H](NC(=O)Cc3ccccn3)[C@@H](CO)O2)nn1
49. C[C@H](CO)N1C[C@H](C)[C@@H](CN(C)Cc2ccc(C(=O)Nc3ccccc3N)cc2)Oc2ccc(NC(=O)Cn3cnnn3)cc2C1=O
50. C[C@@H]1CN([C@H](C)CO)C(=O)c2c(c3ccccc3n2C)-c2ccccc2CO[C@H]1CN(C)S(=O)(=O)c1ccccc1
51. C[C@H](CO)N1C[C@H](C)[C@H](CN(C)S(=O)(=O)c2ccc(Cl)cc2)OCCCC[C@H](C)Oc2ccc(NC(=O)Nc3ccc(F)cc3)cc2C1=O
52. C[C@H]1CN([C@@H](C)CO)C(=O)c2cc(C#Cc3ccncc3)cnc2O[C@H]1CN(C)C(=O)CN(C)C
53. C[C@H](CO)N1C[C@H](C)[C@@H](CN(C)Cc2ccc(C(F)(F)F)cc2)OCc2ccccc2-c2c(n(C)c3ccccc23)C1=O

entry no. | 41 | 42 | 43 | 44 | 45 | 46 | 47 | 48 | 49 | 50 | 51 | 52 | 53
T cruzi growth | . | 119.7* | 20.2 | . | -60.4 | 34.3 | . | 25.6 | 101.5&52.6 | 72.2 | 84.6 | . | .
Pf Dd2 inh | 20.1 | -44.1 | 5.8 | -26.7 | 9.0 | -38.1 | -89.2* | -21.3 | -0.4&17.4 | -75.0 | -56.2 | 2.7 | -13.7
C diff growth | 7.4 | . | -1.7 | 2.8 | 0.8 | 0.4 | 10.4 | 2.7 | -0.8&1.2 | . | -6.0 | -4.9 | 16.7
GASC1 inh | 1.6 | -2.1 | -3.3 | 1.6 | -0.7 | -2.0 | -0.8 | 1.4 | -0.5 | -7.2 | 14.3 | 4.4 | 5.6

From entry 1 up to 6, as listed above:
1. Cc1nn(C)cc1NC(=O)C[C@@H]1CC[C@@H]2[C@H](COc3ccc(NC(=O)C4CCC4)cc3C(=O)N2C)O1
2. CCC(=O)N(C)C[C@H]1Oc2cc(C#CC3(O)CCCC3)ccc2S(=O)(=O)N([C@@H](C)CO)C[C@@H]1C
3. COc1ccc2c3c([nH]c2c1)[C@@H](CO)N(Cc1ccc(F)cc1)CC31CCN(C(=O)NC(C)C)CC1
4. O=C(C[C@H]1C=C[C@@H](NC(=O)CCN2CCCCC2)[C@H](CO)O1)Nc1ccc(-c2ccccc2)cc1
5. C[C@@H]1CN([C@@H](C)CO)C(=O)Cc2cc(NS(C)(=O)=O)ccc2O[C@H]1CN(C)S(C)(=O)=O
6. C[C@H](CO)N1C[C@H](C)[C@@H](CN(C)Cc2ccc(Cl)c(Cl)c2)OCCCC[C@H](C)Oc2ccc(NC(=O)c3ccncc3)cc2C1=O

entry no. | 1 | 2 | 3 | 4 | 5 | 6
T cruzi growth | -42.0 | 66.1 | . | -125.0 | -24.1 | 76.9
Pf Dd2 inh | 7.3 | 5.5 | -77.3 | -0.5 | -7.0 | 8.3
C diff growth | -2.7 | -1.3 | -2.8 | . | -5.3 | -0.5
GASC1 inh | 7.3 | 0.8 | -1.7 | -2.6 | 0.4 | 1.6
